Assay outcomes (PubChem BioAssay)
NPC1 prom act: activators of NPC1 promoter; Huh7 NPC1 promoter luciferase reporter, 24 h; Potency, µM (titrated, usually from 9.22 µM), for the others: at the highest dose activation, usual class: activators; AID 485313; hit rate 2.4% among 320,000;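 also: potency is read from the fitted curve at half-maximal effect; % of control where 0% means no effect; nearly all actives have a fitted effect of over 60% in size; reporter is driven by a mutant NPC1 promoter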
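In 1536-well qHTS, Huh7 cells harboring an NPC1 promoter–luciferase construct received compound for 24 h; activation was quantified by luminescence following luciferase reagent addition.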
PKM2 act: activators of human pyruvate kinase M2; P14618; purified PKM2, Kinase-Glo ATP luminescence, activation; response scale: 0% is enzyme alone, no compound; Potency, µM (series often up to 57.5 µM), for inactives: at the highest dose activation, hits mostly activators; hit rate 0.34% among 260,000; also: potency is read from the fitted curve at half-maximal effect; % is scaled to controls: 0 for no effect and ±100 for the full control effect; nearly all actives have a fitted effect of over 55% in size
Target sequence (P14618 whole entry, looked up): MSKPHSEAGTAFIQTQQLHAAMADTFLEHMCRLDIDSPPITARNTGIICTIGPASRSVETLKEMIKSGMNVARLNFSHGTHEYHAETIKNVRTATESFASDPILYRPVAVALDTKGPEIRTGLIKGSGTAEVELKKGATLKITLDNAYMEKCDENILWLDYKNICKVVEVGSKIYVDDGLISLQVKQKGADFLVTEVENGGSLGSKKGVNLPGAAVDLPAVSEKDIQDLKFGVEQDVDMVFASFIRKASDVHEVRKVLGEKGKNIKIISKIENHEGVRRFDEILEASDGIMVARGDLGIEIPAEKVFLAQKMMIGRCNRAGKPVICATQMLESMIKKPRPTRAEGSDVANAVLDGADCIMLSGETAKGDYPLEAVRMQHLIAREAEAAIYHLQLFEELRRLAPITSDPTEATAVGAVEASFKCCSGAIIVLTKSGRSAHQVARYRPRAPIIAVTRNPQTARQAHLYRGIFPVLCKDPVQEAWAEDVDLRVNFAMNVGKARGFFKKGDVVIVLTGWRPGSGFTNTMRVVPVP
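Purified hPK-M2 (>95%) run at intermediate activity with 0.1 mM ADP and 0.5 mM PEP in 50 mM imidazole pH 7.2, KCl, MgCl2; 1 h room temperature. ATP formed read by Kinase-Glo luminescence; normalized to uninhibited and no-enzyme controls.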
Menin-MLL TR inh: inhibitors of human menin-MLL interaction, mutant MLL peptide. Menin + Texas Red MLL mutant peptide, fluorescence polarization. Potency, µM (titrated, usually from 61.6 µM), for the others: top-dose FP activity change, negative = inhibition, most hits filed as inhibitors. hit rate 0.23% among 270,000. AID 1768; active = well fitted inhibition curve with a large enough effect in the polarisation, with a control signal flat, not every such curve was filed as active; inconclusive = small, poorly fitted or top-dose-only effect, or effect the other way, or a change in a side signal; inactive = no such curve, though single readings can be large or run the other way; the % refers to the polarisation; also: potency is read from the fitted curve at half-maximal effect; % of control where 0% means no effect; many of its hits are not listed in these tables
Target sequence (O00255 whole entry, looked up): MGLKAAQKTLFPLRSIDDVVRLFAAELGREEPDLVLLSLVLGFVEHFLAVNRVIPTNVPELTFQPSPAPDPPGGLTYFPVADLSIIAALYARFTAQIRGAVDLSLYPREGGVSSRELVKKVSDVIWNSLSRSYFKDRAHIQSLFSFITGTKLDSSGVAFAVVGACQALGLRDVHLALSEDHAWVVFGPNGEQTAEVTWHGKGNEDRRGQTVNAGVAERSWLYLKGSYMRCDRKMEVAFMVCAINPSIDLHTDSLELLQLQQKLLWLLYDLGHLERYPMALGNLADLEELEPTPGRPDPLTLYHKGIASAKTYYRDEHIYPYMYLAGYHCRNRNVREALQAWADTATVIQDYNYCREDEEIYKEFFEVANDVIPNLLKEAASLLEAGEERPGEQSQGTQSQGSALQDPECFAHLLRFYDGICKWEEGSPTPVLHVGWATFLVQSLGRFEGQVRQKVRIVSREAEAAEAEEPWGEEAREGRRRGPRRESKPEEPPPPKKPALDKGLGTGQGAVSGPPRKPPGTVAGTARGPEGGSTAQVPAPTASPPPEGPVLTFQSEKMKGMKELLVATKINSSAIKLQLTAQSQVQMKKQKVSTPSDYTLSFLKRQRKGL
ELG1 genotoxic: inducers of genotoxicity in HEK293T ELG1-luciferase cells | HEK293T ELG1-luciferase reporter, luminescence, 16 h | Potency, µM (series often up to 46 µM), without a hit: top-dose activity change, positive = activation, usual class: activators | hit rate 1.3% among 330,000; also: potency is read from the fitted curve at half-maximal effect; % of control where 0% means no effect; nearly all actives have a fitted effect of over 60% in size
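Step 1: seed 2,000 HEK293T ELG1-luciferase cells per well. Step 2: add compound or DMSO, incubate 16 hr at 37 °C. Step 3: ONE-Glo, 30 min at room temperature, read luminescence.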
BRCA1 expr act: activators of BRCA1 expression | hit rate 1.1% among 380,000 | Potency, µM (doses to about 46.1 µM), inactives show top-dose activation, actives largely listed as activators | MCF7-BRCA1-FFLuc reporter, luminescence, 48 h; response scale: scaled: vehicle 0%, 10 µM genistein 100%; also: potency is read from the fitted curve at half-maximal effect; nearly all actives have a fitted effect of over 80% in size; some results filed as inactive show a strong effect at the top dose
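MCF7 cells carrying a BRCA1-firefly luciferase reporter (2000 cells/well, phenol-red free MEM) were attached for 2 h at 37 °C, then given compounds for 48 h. Luminescence was read 15 min after luciferase reagent; activity normalized to genistein (10 microM) and DMSO.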
Giardia kill: Giardia lamblia killing; Giardia lamblia trophozoite viability; activity change, % at 7.66 µM, hits read low; hit rate 0.15% among 340,000; in the data active = activity change below about -80%; inconclusive = between about -30% and that limit;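 also: parasites exposed to compound for two days anaerobically before the ATP read; % is scaled to controls: 0 for no effect and ±100 for the full control effect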
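Anaerobic 48 hrs incubation at 37 deg C of 100 trophozoites/well with test compounds; ATPLite 1-Step luminescence, 15-30 min RT, reports cellular ATP as viability.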
FLuc counter: firefly luciferase modulation, counter-screen for miR-21 project | P08659 | purified FLuc, Km substrates, luminescence inhibition | Potency, µM (series often up to 57.5 µM), without a hit: top-dose activity change, negative = inhibition, usual class: inhibitors | hit rate 6.9% among 360,000 | AID 588342;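 also: potency is read from the fitted curve at half-maximal effect; plate controls were vehicle for no effect and reference inhibitor for full effect; nearly all actives have a fitted effect of over 55% in size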
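Biochemical qHTS of compounds, final roughly 60 µM downward over six points, against 10 nM purified firefly luciferase using Km concentrations of substrates (10 uM D-luciferin, 10 uM ATP) in Tris acetate pH 7.5 buffer; luminescence output.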
RORg inh: blocks mouse ROR gamma transcriptional activity; P51450; Drosophila S2 Gal4-RORgamma UAS-luciferase reporter, 20 h; Potency, µM (top dose mostly 53.6 µM), without a hit: top-dose activity change, negative = inhibition, usual class: inhibitors; hit rate 5.4% among 310,000; also: potency is read from the fitted curve at half-maximal effect; % is scaled to controls: 0 for no effect and ±100 for the full control effect; nearly all actives have a fitted effect of over 60% in size
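Read-out: Photinus luciferase luminescence; inhibitors lower reporter signal. Insect Schneider cells with Gal4-ROR gamma fusion under metallothionein promoter, UAS reporter; 700 uM final copper sulfate induction, 20 hr, ambient temperature.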
Rab9 promoter act: activates the Rab9 promoter. Huh7 Rab9 promoter-luciferase reporter, luminescence, 24 h. Potency, µM (top dose mostly 9.22 µM), for the others: at the top dose activation, negative = inhibition, hits mostly activators. hit rate 2.8% among 320,000; also: potency is read from the fitted curve at half-maximal effect; % of control where 0% means no effect; nearly all actives have a fitted effect of over 60% in size
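Quantitative HTS format; Huh7 Rab9-luciferase reporter cells (1500/well) receive compound 2 h post-plating, incubate 24 h at 37 °C, then get luciferase reagent for 10 min before luminescence reading.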
p53 reactivation: re-activators of mutant p53; hit rate 0.063% among 320,000; H1299 p53-A138V BP100-luciferase reporter, luminescence, 24 h; AID 504706; Potency, µM (doses to about 92.2 µM), for the others: top-dose activity change, positive = activation, usual class: activators; also: potency is read from the fitted curve at half-maximal effect; % of control where 0% means no effect; nearly all actives have a fitted effect of over 45% in size
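H1299 (p53-null), stable ts p53-A138V + BP100-Luc; 1000 cells/well, Opti-MEM/10% FBS; cpd 4 pt, 1:5; 24 h, 37 deg C, 5% CO2; detection reagent 10 min RT; luminescence.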
VP16 counter: Gal4-VP16 reporter inhibition counter-screen | Drosophila S2 Gal4-VP16 UAS-luciferase, luminescence, 20 h | Potency, µM (highest dose often 53.6 µM), for the others: at the highest dose activity, negative = inhibition, usual class: inhibitors | hit rate 3.5% among 310,000 | AID 2546;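 also: Gal4-VP16 expression switched on by copper sulfate through the metallothionein promoter; potency is read from the fitted curve at half-maximal effect; % is scaled to controls: 0 for no effect and ±100 for the full control effect; nearly all actives have a fitted effect of over 50% in size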
An asterisk follows results filed as active; ? = inconclusive; . = not tested or not shown; & = joins results of further samples; [ ] = another dose, or the depositor's remark. Unless noted, calls follow the shape of the dose curve; as a rule, active = well fitted curve in the direction sought with a large enough effect; inconclusive = small, poorly fitted or top-dose-only effect, or another doubt; inactive = no such curve, though single readings can be large; an effect the other way counts as inactive or inconclusive.

Values run as follows: NPC1 prom act | PKM2 act | Menin-MLL TR inh | ELG1 genotoxic | BRCA1 expr act | Giardia kill | FLuc counter | RORg inh | Rab9 promoter act | p53 reactivation | VP16 counter
- Cc1cc(C(=O)NCc2cccs2)n(-c2ccccc2)n1
→ 1% | 5% | -2%[11.7 µM] | 0% | 5% | -9 | 12% | 28% | -2% | -2% | 7%
- COc1cc(OC)cc(C(=O)Nn2cc(C(=O)N3CCN(C)CC3)c3ccccc3c2=O)c1
→ 0% | -1% | 10% | -1% | 1% | -2 | -2% | 6% | 6% | -2% | -3%
- FC(F)(F)c1cc(-c2cccs2)nc2cc(-c3cccs3)nn12
→ 2% | 4% | . | 0% | -69% | 1 | 2% | -1% | -2% | 2% | 16%
- CCN(CC)CCCCCC(=O)Nc1ccccc1C(=O)Nc1ccccc1
→ -3% | -1%[11.5 µM] | 6% | 0% | 15% | -6 | 0% | 5% | 0% | . | -11%
- CCOc1ccc(C(C(=O)NCC2CCCO2)N(Cc2cccc(OC)c2)C(=O)c2snc(C(N)=O)c2N)cc1 (stereo not drawn)
→ -4% | -2% | ? | -15% | -19% | -1 | 3% | 20% | 4% | -5% | -9%
- CC(C)(C)c1nnc2sc(SCC(=O)c3cccs3)nn2c1=O
→ -2% | 3% | 5% | ? | -48% | 6 | -2% | -39% | 0% | 33% | ?
- CN(CC(=O)Nc1c(Cl)cccc1Cl)C(=O)C1CCN(C(=O)Nc2ccccc2)CC1
→ 0% | . | . | -1% | 6% | -2 | 1% | . | -2% | 2% | .
- CC(=O)Nc1cccc(NC(=O)CSc2nc3c(c(=O)n(C)c(=O)n3C)n2C)c1
→ -2% | 2% | -8% | -2% | 1% | 6 | 3% | -5% | 3% | 6% | -9%
- O=C(NNC(=S)Nc1ccc(F)c(Cl)c1)C1CC1
→ -8% | -1% | ? | 1% | -2% | 13 | 1% | -40% | -5% | -1% | -23%
- Cc1ccc(S(=O)(=O)N2CCCCC2)cc1NC(=O)CCOc1ccccc1
→ 0% | -4% | 8% | -3% | -12% | -9 | 0% | ? | -1% | -2% | 6%
- Cc1ccc(C(=O)c2cc([N+](=O)[O-])ccc2N2CCCCC2)cc1C
→ -26% | 1% | -20% | 12% | -42% | 8 | 6% | -8%[10 µM] | -23% | 5% | -11%
- CC1CCCN(CCOc2ccc3ccccc3c2Br)C1 (stereo not drawn)
→ 14% | ? | ? | 14% | -10% | -6 | 27µM* | 5% | 22% | -8% | -3%
- Cc1ccccc1N=C1SC(CC(=O)Nc2ccc3ccccc3c2)C(=O)N1Cc1ccccn1 (stereo not drawn)
→ 0% | 17% | -8% | -6% | -102%[inhibitor] | -12 | -2% | -10% | 0% | 2% | ?
- CC1CCC(NC(=O)c2nc(Cn3ccc([N+](=O)[O-])n3)no2)CC1 (stereo not drawn)
→ -5% | . | 0% | -1% | -7% | 4 | 1% | 39% | -3% | 2% | 6%
- CCCC(=O)Nc1ccc2c(c1)C(=O)NC2=O
→ -4% | 4% | 4% | -13% | 4% | 14 | -1% | ? | 2% | 7% | 4%
- CCCOC1CCCN(C(=O)CCc2nnc(CCCCc3ccccc3)o2)C1 (stereo not drawn)
→ 2% | 2% | -15% | -5% | 27% | 1 | ? | ? | -2% | 13% | -7%
- Cc1ccc(S(=O)(=O)C2C(=O)N(C)C3(C)CC2c2ccccc2O3)cc1 (stereo not drawn)
→ -2% | 0% | -7% | -2% | 3% | -25 | 1% | ? | 0% | -25% | 9%
- Cc1cccc(C)c1C(OCCN(C)C)C1CCCCC1 (stereo not drawn)
→ -1% | 1% | -9% | -6% | -6% | -12 | 0% | -32% | 1% | -2% | 3%
- O=[N+]([O-])c1ccc(SCc2ccco2)cc1N1CCOCC1
→ 6% | 5% | -17% | 7% | 10% | 10 | ? | ? | 13% | 9% | -18%
- Cc1cc(C)cc(C(=O)NC(CC(N)=O)c2ccc(N3CCCCCC3)c([N+](=O)[O-])c2)c1 (stereo not drawn)
→ -2% | 5% | -4% | 0% | 0% | -26 | 2% | 0% | -2% | 3% | -3%
- Cc1c(N2C(=O)C3C4C=CC(C5CC45)C3C2=O)c(=O)n(-c2ccccc2)n1C (stereo not drawn)
→ -3% | -2% | . | 1% | -37% | -13 | 0% | 16% | -9% | -2% | -8%
- O=C(CN(c1ccc(Br)cc1)S(=O)(=O)c1ccc(Cl)c([N+](=O)[O-])c1)NCCc1ccccc1
→ -23% | -4% | 21% | 7% | -7% | -3 | -1% | 14% | -41%[inhibitor] | 17% | 1%
- CCOc1ccc(S(=O)(=O)N2CCC(C(=O)NCCN3CCOCC3)CC2)cc1C
→ -1% | . | -16% | 2% | 1% | -9 | 2% | 2% | 2% | -4% | -15%
- CCCc1cc(C(=O)NNC(=S)NCc2ccccc2)cs1
→ . | 2% | -11% | . | 1% | -9 | -17% | 4.5µM* | . | . | ?
- CCCCCc1nnc(NC(=O)c2ccc(N3CCCC3=O)cc2)s1
→ 6% | . | . | 11% | 0% | -8 | -2% | . | 1% | -2% | .
- CCN(CC(=O)NC1CCCC1)S(=O)(=O)c1ccc(Br)cc1
→ -3% | 0% | . | -5% | 1% | 8 | -1% | 15% | -1% | -12% | -3%
- COc1ccc([N+](=O)[O-])cc1NC(=O)C(C)N1CCCC1 (stereo not drawn)
→ 1% | 1% | 1% | 0% | -17% | -23 | 4% | -1% | -1% | 5% | 9%
- Cc1noc(C)c1S(=O)(=O)N1CCN(S(=O)(=O)c2ccccc2C#N)CC1
→ -4% | . | 25% | 5% | -7% | -22 | 0% | -4% | 0% | 1% | -8%
- c1ccc(-c2nnsc2-c2nc3ccccc3[nH]2)cc1
→ -3% | -1% | 17% | -4% | 0% | -16 | 5% | 1% | -2% | 2% | -4%
- Cc1ccc(N2C(=O)CC(C3CCCO3)C2=O)cc1 (stereo not drawn)
→ 2% | -2% | -1% | 3% | -2% | 10 | 0% | 20% | -4% | -2% | 8%
- CCN(C(=O)CN1CCN(Cc2ccccc2)CC1)c1c(N)n(Cc2ccccc2)c(=O)[nH]c1=O
→ -1% | 5% | -11% | 0% | 2% | -9 | 1% | -1% | -3% | 0% | -1%
- CC(OC(=O)c1ccc(-c2ccc(O)cc2)cc1)C(=O)NC1CCCCC1C (stereo not drawn)
→ -1% | . | . | 0% | -39% | 12 | 0% | . | -1% | 7% | .
- O=C(/C=C/c1c[nH]c2ccccc12)c1cccc2ccccc12
→ 11% | -4% | ? | 2% | -46% | 4 | ? | 5µM* | 13% | ? | ?
- CCC(C)(C)NC(=O)CN(Cc1cccs1)C(=O)C(=O)Nc1ccc2c(c1)OCCO2
→ 5% | -8% | -10% | -3% | -4% | 0 | -12% | 31% | 7% | 5% | -3%
- C=CCNCCOc1c(C)cc(C)cc1Cl
→ 1% | 0% | -15% | 2% | -9% | 3 | -1% | -27% | 0% | -4% | 0%
- Cc1ccc(NC(=O)CN(C)S(=O)(=O)c2ccc3c(c2)n(C)c(=O)c(=O)n3C)c(C)c1
→ -1% | 0%[0.46 µM] | -10% | 1% | -1% | 5 | 2%&-4% | -2% | -4% | -9% | -10%
- CC(=O)Nc1ccc(S(=O)(=O)N2CCC(C(=O)N[C@@H](Cc3ccccc3)C(=O)O)CC2)cc1
→ 0% | . | -11% | 2% | 3% | 21 | -2% | 5% | -5% | -1% | 2%
- Cc1ccc(S(=O)(=O)Nc2cccc(C(=O)N3CCOCC3)c2)cc1
→ ? | . | -7% | 0% | 24% | 9 | 0% | 15% | -1% | 0% | -6%
- COc1ccc(C/C(C)=N/NC(=S)Nc2ccc(Cl)cc2)cc1
→ 2% | -7% | . | 2% | 0% | 4 | -17% | 11µM* | 0% | -2% | ?
- O=C(CSc1nnnn1C1CCCC1)NCc1cccs1
→ -1% | -8% | -2% | 0% | -5% | 5 | -9% | 4% | -6% | 0% | -1%

Compounds above containing bromine, in the order listed:
Values run as follows: NPC1 prom act | PKM2 act | Menin-MLL TR inh | ELG1 genotoxic | BRCA1 expr act | Giardia kill | FLuc counter | RORg inh | Rab9 promoter act | p53 reactivation | VP16 counter
- CC1CCCN(CCOc2ccc3ccccc3c2Br)C1 (stereo not drawn)
→ 14% | ? | ? | 14% | -10% | -6 | 27µM* | 5% | 22% | -8% | -3%
- O=C(CN(c1ccc(Br)cc1)S(=O)(=O)c1ccc(Cl)c([N+](=O)[O-])c1)NCCc1ccccc1
→ -23% | -4% | 21% | 7% | -7% | -3 | -1% | 14% | -41%[inhibitor] | 17% | 1%
- CCN(CC(=O)NC1CCCC1)S(=O)(=O)c1ccc(Br)cc1
→ -3% | 0% | . | -5% | 1% | 8 | -1% | 15% | -1% | -12% | -3%

The list is partial (hit frequency here may not be typical).
